# VIM-2 inhibitor: VIM-2 metallo-beta-lactamase inhibitors, primary screen, biochemical, epi-absorbance readout, Pseudomonas aeruginosa enzyme | purified VIM-2, nitrocefin hydrolysis, epi-absorbance fluorescence | inhibition, % at 5.6 µM | actives 0.89% (n = 290,000) | AID 1527, 2009;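 active = inhibition above the mean of all tested compounds plus 3 SD, cutoff set per screening run, cut at about 7.5% in these data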;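 note: red hydrolysis product quenches plate fluorescence so inhibitors raise well fluorescence; 0% = enzyme with DMSO and 100% = DMSO without enzyme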
# HCV NS3 hel inh: inhibitors of HCV NS3 helicase, primary screen, biochemical, Cy5 molecular beacon fluorescence. Hepatitis C virus NS3 helicase. NS3 helicase DNA unwinding. inhibition, % at 10.9 µM. actives 0.56% (n = 290,000). AID 1800, 2009;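 active = inhibition above the mean of all tested compounds plus 3 SD, set per campaign, cut at about 35% in these data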;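 note: 0% = DMSO wells and 100% = thioflavine S control wells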
#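 Assay system – hepatitis C virus NS3 helicase domain fragment enzyme · Buffer or medium – MOPS pH 6.5, MgCl2, DTT, Tween20, BSA · Reagent – Cy5/quencher beacon DNA duplex and ATP to start · Compound – single 10.9 µM dose · Timing – 1 h at 25 °C · Technique – Cy5 beacon fluorescence read at start and 1 h · Measure – % inhibition of unwinding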
# PHOSPHO1 inh: PubChem AID 1565; Phosphoethanolamine/phosphocholine phosphatase (Homo sapiens), Q8TCT1; recombinant PHOSPHO1, absorbance phosphatase assay; inhibition, % at 13.3 µM; actives 1.1% (n = 290,000); in the data active = inhibition above about 60%
# Target sequence (Q8TCT1 whole entry, looked up): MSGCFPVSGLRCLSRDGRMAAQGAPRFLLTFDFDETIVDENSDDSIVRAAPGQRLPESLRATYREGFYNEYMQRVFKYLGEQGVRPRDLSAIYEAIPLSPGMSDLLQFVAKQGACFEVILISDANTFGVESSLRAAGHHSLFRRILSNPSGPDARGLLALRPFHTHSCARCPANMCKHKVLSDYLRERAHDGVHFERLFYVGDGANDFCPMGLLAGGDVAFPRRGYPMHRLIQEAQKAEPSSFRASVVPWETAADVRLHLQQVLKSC
# FID counter: compounds displacing fluorescent DNA intercalator, primary screen, artefact control for HCV NS3 helicase inhibitor project, biochemical, FID fluorescence | actives 0.17% (n = 290,000) | AID 1845, 2009 | inhibition, % at 7.9 µM | DNA fluorescent intercalator displacement; in the data active = inhibition above about 37%;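 note: 0% = vehicle and 100% = reference compound; higher means more ethidium bromide displaced from hairpin DNA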
# OXTR ag: human OXTR agonists, primary screen, fluorescence, CHO-OTR cells, Fluo-8 calcium; Oxytocin receptor (Homo sapiens), P30559; Fluo-8 calcium fluorescence; normalized: DMSO 0%, oxytocin 100%; AID 2435, 2010; actives 0.32% (n = 320,000); activation, % at 3 µM;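 active = activation above the mean of all tested compounds plus 3 SD, cutoff set per screening run, cut at about 20% in these data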;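 note: peak over basal fluorescence ratio from a 100 s FLIPR kinetic read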
# Target sequence (P30559 whole entry, looked up): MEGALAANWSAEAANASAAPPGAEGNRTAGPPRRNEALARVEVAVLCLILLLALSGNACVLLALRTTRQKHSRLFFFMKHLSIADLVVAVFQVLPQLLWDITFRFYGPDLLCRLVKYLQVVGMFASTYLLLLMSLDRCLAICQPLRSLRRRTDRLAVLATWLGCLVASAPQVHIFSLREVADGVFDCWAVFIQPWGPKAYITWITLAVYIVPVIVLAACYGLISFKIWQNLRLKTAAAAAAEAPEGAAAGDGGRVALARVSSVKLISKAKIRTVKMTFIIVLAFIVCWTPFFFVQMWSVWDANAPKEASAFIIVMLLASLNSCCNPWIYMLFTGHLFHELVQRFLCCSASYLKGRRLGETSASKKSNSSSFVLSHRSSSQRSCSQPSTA
# GPR7 antag: GPR7 receptor antagonists, primary screen, cell-based, fluorescence, single concentration. inhibition, % at 4.4 µM. GPR7-expressing cells, fluorescence antagonist assay. Neuropeptides B/W receptor type 1 (Homo sapiens), P48145. AID 1861, 2009. actives 1.1% (n = 290,000); in the data active = inhibition above about 16%, passing the limit was not always enough;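 note: cells stimulated with the agonist NPW; 0% = agonist with vehicle and 100% = vehicle without agonist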
# GalR3 antagonist: GalR3 antagonists in HEK293 cells, primary screen, cell-based, fluorescence readout. Galanin receptor type 3 (Homo sapiens), O60755. HEK293 GalR3-CNG cAMP membrane potential fluorescence; galR3 body fused to GalR1 C-terminus. inhibition, % at 3 µM. actives 0.44% (n = 360,000). AID 651719, 2012;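 active = inhibition above the screen-wide average plus 3 SD, cut at about 13% in these data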;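 note: forskolin and galanin both at EC90 stimulate the cells; cAMP rise reported by CNG channel membrane potential dye signal; 0% = forskolin plus galanin with DMSO and 100% = forskolin alone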
# Target sequence (O60755 1-299 limits assumed): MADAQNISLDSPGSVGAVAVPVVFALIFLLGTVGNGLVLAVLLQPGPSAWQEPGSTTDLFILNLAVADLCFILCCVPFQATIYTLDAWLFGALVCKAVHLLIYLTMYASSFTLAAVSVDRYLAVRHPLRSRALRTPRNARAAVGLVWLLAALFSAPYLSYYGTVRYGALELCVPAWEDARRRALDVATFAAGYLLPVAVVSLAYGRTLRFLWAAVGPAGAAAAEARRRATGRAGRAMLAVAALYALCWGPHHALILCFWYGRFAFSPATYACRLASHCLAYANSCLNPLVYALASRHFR
# IMP-1 inh: IMP-1 metallo-beta-lactamase inhibitors, primary screen, biochemical, epi-absorbance readout, Pseudomonas aeruginosa enzyme; metallo-beta-lactamase IMP-1 (Pseudomonas aeruginosa); purified IMP-1, nitrocefin hydrolysis, epi-absorbance fluorescence; inhibition, % at 5.6 µM; actives 0.45% (n = 290,000);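 active = inhibition above the mean plus 3 SD of all compounds in the same screening run, cut at about 4.5% in these data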;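 note: 0% = IMP-1 with DMSO and 100% = DMSO wells lacking enzyme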
#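 Assay system: purified recombinant IMP-1 beta-lactamase. Input: IMP-1 0.2 nM before substrate addition. Buffer or medium: Zinc- and detergent-supplemented HEPES buffer, pH 7.1. Schedule: 25 °C, 15 min preincubation, 25 min reaction. Signal: Epi-absorbance fluorescence, 480 nm excitation, 530 nm emission. Evaluation: percent inhibition from optical density relative to buffer-blank wells.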
# V1R ag counter: agonists of human V1a receptor, primary screen, counter-screen for OXTR agonist project, fluorescence, CHO-V1R cells; Vasopressin V1a receptor (Homo sapiens), P37288; Fluo-8 calcium fluorescence, agonist mode; 0% DMSO, 100% 3 nM vasopressin; activation, % at 3 µM; actives 0.25% (n = 320,000); AID 2797, 2010;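 active = activation above the mean activation of all tested compounds plus 3 SD, per screening run, cut at about 20% in these data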;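 note: signal is peak over basal fluorescence ratio across a 100 second FLIPR read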
# The depositor's hits bear a star; . = not tested or not shown.
compound	VIM-2 inhibitor	HCV NS3 hel inh	PHOSPHO1 inh	FID counter	OXTR ag	GPR7 antag	GalR3 antagonist	IMP-1 inh	V1R ag counter
C/C(N)=C(/C#N)C(=O)CSc1nc2ccccc2c(=O)n1Cc1ccc(F)cc1	-3.3	-6	25	-1	-0.2	-7	-1	-3.1	5.2
Cc1ccc(Nc2cc(C)nc3nc(C)nn23)c(C)c1	7.0	2	-1	-5	-2.2	-9	0	-0.3	-1.1
COc1cccc(/C=N/n2c(COc3ccccc3)n[nH]c2=S)c1OC	-2.0	6	-14	-32	-1.6	-13	0	-1.8	-0.7
CCOC(=O)N1CCN(C(=O)CCn2nc(-c3ccc(Cl)cc3)ccc2=O)CC1	-2.4	-2	22	-31	-1.7	-13	3	1.7	-1.5
CCCCCCC/C=N/Nc1nnc(Cc2ccccc2)c(=O)[nH]1	-2.1	28	48	-22	-0.1	8	-4	-2.2	0.2
COCCCNC(=O)/C=C/c1cccc(Cl)c1	0.5	-8	8	2	-0.6	12	-2	-2.6	-0.8
COc1ccccc1NC(=O)N1CCCC1C(=O)NCc1cccs1 (stereo unspecified)	-2.7	3	40	-17	-0.3	-7	-8	-2.4	-0.3
CC(C)c1c(C(=O)N/N=C2\CCc3ccccc32)nnn1-c1nonc1N	-1.9	0	33	-30	0.7	15	0	-0.6	2.0
NNc1ccc2c(C(F)(F)F)cc(C(F)(F)F)nc2n1	-2.4	0	32	0	-0.1	-1	-2	-3.9	-0.7
O=C(COC(=O)c1ccccc1)NCc1cccs1	-0.8	-3	-7	1	0.1	-11	-1	0.0	0.0
CSCCC(NC(=O)c1ccccc1)C(=O)OCC(=O)c1ccc[nH]1 (stereo unspecified)	-1.7	10	-13	-9	1.1	-3	-2	-1.3	2.2
COc1ccc(OC)c(NC(=O)c2cc(-c3cc(C)c(C)cc3O)n[nH]2)c1	-0.1	-7	23	-8	0.8	0	-12	-2.1	0.8
Cc1cccc(N2C(=O)CC(N3CCN(c4ccccn4)CC3)C2=O)c1 (stereo unspecified)	-6.6	-2	54	-1	0.7	-1	-4	-2.0	1.0
CCOc1ccc(NC(=O)CSc2nnc(C3CC3)n2C)cc1	-0.5	3	2	-15	-0.4	-2	-3	-1.9	0.8
O=C(O)/C=C/C(=O)NCc1csc2ccccc12	2.1	2	6	4	2.6	-7	-4	0.4	2.9
Cc1sc(NC(=O)c2cc3ccccc3oc2=O)c(C(=O)OC(C)C)c1-c1ccccc1	-2.9	4	-24	-1	-0.1	-10	-1	-3.1	0.9
CN1CCN(C2=C(NS(=O)(=O)c3cccs3)C(=O)c3ccccc3C2=O)CC1	0.1	-5	8	11	0.1	-10	4	-2.5	0.4
Cc1[nH]c(-c2ccco2)nc1C(=O)O	-3.5	10	44	-1	1.1	-9	-5	-3.3	0.7
COc1ccc2[nH]c(C(=O)N(C)Cc3ccccc3)c(C)c2c1	-4.2	-2	10	-25	0.3	-1	-6	-1.0	0.8
COc1ccc(N(CC(=O)Nc2ccc3c(c2)OCCO3)S(=O)(=O)c2cccnc2)cc1	1.4	4	34	-18	-0.8	-10	.	-1.4	2.0
COc1ccc(-c2nc3ccccc3o2)cc1OC	2.1	12	29	-22	-1.3	21	1	2.6	-0.5
COc1ccc(/C=N/NC(=O)c2ccccc2O)cc1COc1ccccn1	-2.8	8	28	-24	-0.2	-16	-11	-3.1	2.0
O=C(Nc1ccc2oc(-c3ccccc3F)nc2c1)c1ncn[nH]1	-0.8	-1	7	-14	1.9	2	-6	-1.2	1.3
COc1ccc(-n2c(C)nnc2SCC(=O)N2C(C)CCCC2C)cc1 (stereo unspecified)	-2.3	-5	4	-31	0.5	-7	-7	-2.3	-1.4
COCC(C)n1c(C)cc(C(=O)COc2ccc(C)nc2[N+](=O)[O-])c1C (stereo unspecified)	-1.1	2	7	-8	1.4	-3	5	-0.7	0.6
COc1ccc(CN2CCCCC2c2cccnc2)c(OC)c1C (stereo unspecified)	-2.5	8	-2	1	-0.2	-4	-1	-5.7	-0.2
O=C(CCC1CCCC1)c1c(O)c2ccccc2oc1=O	-1.5	16	-12	-4	-0.8	-10	.	-3.2	0.4
CCCC(=O)Nc1ccccc1NC(C)=O	-0.6	1	14	-4	-0.2	-2	-7	5.3*	0.5
O=C1COc2ccc(C(=O)COC(=O)c3cc(S(=O)(=O)NCc4ccccc4)ccc3O)cc2N1	-1.5	-2	10	-11	0.7	-12	-6	-2.8	0.0
CN(C)c1ccccc1C(=O)N1CCCC(C(=O)c2ccc3ccccc3c2)C1 (stereo unspecified)	-2.1	-3	18	-27	-1.4	-13	6	-2.0	2.2
COc1ccc(-n2nc(C(=O)c3cccs3)cc(-c3nc4ccccc4[nH]3)c2=N)cc1	-2.3	-12	-6	-1	-0.9	1	4	-1.6	0.8
O=C(c1cncs1)N1CCCC(CNS(=O)(=O)c2cccs2)C1 (stereo unspecified)	-2.4	6	5	-4	-0.2	-3	-10	-3.4	0.4
COc1ccc(NC(=O)CSc2nnc(-c3cccs3)n2Cc2ccco2)cc1OC	1.1	0	19	-21	0.1	-17	-5	-3.8	0.5
Cc1cc(C)c(C2C(C#N)=C(N)Oc3n[nH]c(C)c32)cc1CN1CCOCC1 (stereo unspecified)	-2.2	7	-14	5	0.0	-2	.	0.2	0.4
O=c1cc(CN2CCc3ccccc3C2)nc2sccn12	2.0	-2	45	2	-0.3	11	-6	-1.4	-0.1
Cn1c2ccccc2c2cc(C(=O)OCC(=O)N3CC(=O)Nc4ccccc43)sc21	-1.4	-41	44	-5	-0.7	-11	-6	-3.0	-0.1

# Sorted by heavy-atom count (lowest first): part of the list above.
compound	VIM-2 inhibitor	HCV NS3 hel inh	PHOSPHO1 inh	FID counter	OXTR ag	GPR7 antag	GalR3 antagonist	IMP-1 inh	V1R ag counter
CCCC(=O)Nc1ccccc1NC(C)=O	-0.6	1	14	-4	-0.2	-2	-7	5.3*	0.5
O=C(COC(=O)c1ccccc1)NCc1cccs1	-0.8	-3	-7	1	0.1	-11	-1	0.0	0.0
NNc1ccc2c(C(F)(F)F)cc(C(F)(F)F)nc2n1	-2.4	0	32	0	-0.1	-1	-2	-3.9	-0.7
O=C(CCC1CCCC1)c1c(O)c2ccccc2oc1=O	-1.5	16	-12	-4	-0.8	-10	.	-3.2	0.4
O=C(c1cncs1)N1CCCC(CNS(=O)(=O)c2cccs2)C1 (stereo unspecified)	-2.4	6	5	-4	-0.2	-3	-10	-3.4	0.4
O=C(Nc1ccc2oc(-c3ccccc3F)nc2c1)c1ncn[nH]1	-0.8	-1	7	-14	1.9	2	-6	-1.2	1.3
CSCCC(NC(=O)c1ccccc1)C(=O)OCC(=O)c1ccc[nH]1 (stereo unspecified)	-1.7	10	-13	-9	1.1	-3	-2	-1.3	2.2
COc1cccc(/C=N/n2c(COc3ccccc3)n[nH]c2=S)c1OC	-2.0	6	-14	-32	-1.6	-13	0	-1.8	-0.7
CN1CCN(C2=C(NS(=O)(=O)c3cccs3)C(=O)c3ccccc3C2=O)CC1	0.1	-5	8	11	0.1	-10	4	-2.5	0.4
CN(C)c1ccccc1C(=O)N1CCCC(C(=O)c2ccc3ccccc3c2)C1 (stereo unspecified)	-2.1	-3	18	-27	-1.4	-13	6	-2.0	2.2
COc1ccc(N(CC(=O)Nc2ccc3c(c2)OCCO3)S(=O)(=O)c2cccnc2)cc1	1.4	4	34	-18	-0.8	-10	.	-1.4	2.0

# Other records
compound	VIM-2 inhibitor	HCV NS3 hel inh	PHOSPHO1 inh	FID counter	OXTR ag	GPR7 antag	GalR3 antagonist	IMP-1 inh	V1R ag counter
COc1cc(C(=O)NNC(=O)Nc2ccc([N+](=O)[O-])cc2)cc(OC)c1OC	-3.1	4	-11	3	-0.5	4	3	-2.5	0.0
CCN(CC)S(=O)(=O)c1cc([N+](=O)[O-])ccc1NNC(=O)Nc1ccccc1OC	-2.0	1	0	0	2.4	-3	7	-3.4	3.9
Cc1cccc2cc(/C=C3\N=C(c4ccccc4)OC3=O)c(N3CCOCC3)nc12	-0.4	25	5	-39	-0.1	-14	-2	-2.5	0.3
CCN(CC)S(=O)(=O)c1ccc(N2CCOCC2)c(NC(=O)c2ccc(OC)c([N+](=O)[O-])c2)c1	-1.3	4	16	-3	0.1	-6	0	-2.1	0.0
COc1ccccc1-c1nnc(SCc2nc3ccccc3[nH]2)n1C	-6.1	15	56	-10	0.2	-12	-5	-2.0	0.0
O=C(O)c1cc2sccc2s1	-1.8	11	4	9	-0.1	11	.	-0.7	0.9
CCOc1cccc(OCCCCn2cnc3ccccc3c2=O)c1	-1.8	-9	23	-24	-1.7	-7	1	-2.7	-1.8
COc1ccc(NC(=O)Cn2c(=O)oc3cc(S(=O)(=O)N4CCCC4)ccc32)c(OC)c1	-0.4	8	25	-21	-0.9	-5	-1	-1.3	1.9
COc1cc(C(=O)NCCOc2ccccc2)cc(OC)c1OC	-1.5	-9	16	-20	-0.8	-2	0	-0.1	0.6
Cc1cc(C)c(NC(=O)C(C)(C)C)c(Cl)c1	0.4	0	-22	3	-1.5	-4	-1	-2.1	-1.6
O=C1CSC(=Nc2ccccc2Cl)N1	0.0	-5	-8	2	0.2	4	-5	-1.5	-0.4
Cc1ccc(S(=O)(=O)N2CCOC2C(Cl)(Cl)Cl)cc1 (stereo unspecified)	-3.0	-12	14	-3	-0.9	-8	-8	-2.4	0.2
Cc1nnc2sc(-c3csc4c3CCCC4)nn12	3.0	9	-5	-7	-2.1	-16	-3	-8.3	-0.4
CCOC(=O)COc1nc2c(c(-c3ccco3)c1C#N)CCc1ccccc1-2	-0.6	9	33	-4	-2.6	-4	-3	-1.6	-1.1
COc1cc2[nH]c(=O)n(CCCCCC(=O)NCCCN3CCOCC3)c(=O)c2cc1OC	0.7	-1	7	2	-0.7	10	-5	-1.1	0.1

# An unsorted share of the library. Share with any hit: about 4.3%.
